Source: PubChem (Broad Institute)
PGC1a acetyl inh – PGC1a acetylation modulation, inhibitor mode. hit rate 0.17% among 350,000. inhibition, % at 15.6 µM. AID 651687. U2OS PGC1a acetylation, AlphaScreen anti-acetyl-lysine; with virally co-expressed GCN5 acetyltransferase;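 active = every replicate shows inhibition of at least 40%; inconclusive = mean inhibition at least 40% but some replicate below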;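 also: 0% = neutral control wells and 100% = positive control wells; some results beyond the cut were filed as inactive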
Cneo AK release – causes C. neoformans cell lysis; adenylate kinase release luminescence, 4 h; normalised: neutral wells 0, clomiphene wells 100; lysis activity, % at 15 µM; hit rate 0.2% among 360,000; AID 651654;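 active = mean lysis activity across replicates of at least 80%, whatever share of replicates individually reach that level; inactive = mean lysis activity below 80%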
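Material: C. neoformans cells | Amount: Yeast cell density of 5 × 10^6 cells/mL | Medium: Fresh YPD growth medium | Dosing: Single dose | Times: Static 4 h at 37 °C with compound, 1 h detection | Detection: AK luminescence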
C2C12 statin – suppressors of simvastatin-induced myotoxicity in C2C12 myotubes; hit rate 0.78% among 330,000; AID 602340; ATP luminescence, 48 h; scaled: DMSO 0, geranylgeraniol control 100; rescue of ATP level, % at 7.49 µM;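 active = mean ATP rescue above about 67%, or every replicate alone reaching that limit, limit read from the data, passing the limit was not always enough; inconclusive = no clear call, values can overlap the other calls; inactive = mean under the limit and some replicate under it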;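 also: myotubes were challenged with 10 µM simvastatin during compound exposure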
miR122 inh – miR-122 inhibition in Huh7 cells; Huh7 miR-122 Renilla luciferase sensor, 48 h; neutral wells = 0, positive control = 100; hit rate 0.3% among 340,000; activation (reporter increase), % at 12.5 µM;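 active = mean replicate activation score at least 90 and every replicate individually at or above 90; inconclusive = only one of the two criteria met; inactive = neither criterion met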;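 also: higher luciferase means less miR-122 activity so hits act as miR-122 inhibitors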
FN deposit inh – fibronectin deposition inhibition. AH1F fibroblasts, Alexa488-fibronectin deposition fluorescence, overnight. inhibition, % at 12.6 µM. hit rate 0.086% among 350,000. AID 743247;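 active = mean inhibition across replicates of 30% or more, regardless of how many single replicates reach that level; inconclusive = mean under 30% yet at least half of replicates reach 30%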;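 also: positive control wells lacked labelled fibronectin entirely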
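Measured by – fluorescence 485/525 nm · System – AH1F fibroblast monolayer, labelled fibronectin deposition · Amount – 10000 cells per well · Buffer or medium – serum-reduced DMEM (2% serum) · Doses – single dose, pinned · Also added – fluorescent fibronectin at 24 nM final · Schedule – 1 h cell attachment, overnight exposure to compound and label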
CFTR F508del cor – correctors of CFTR F508del function in bronchial epithelial cells. CFBE cells, YFP halide quenching; stimulated with forskolin plus potentiator P3; % fluorescence drop versus neutral controls. activity (quench increase), % at 7.58 µM. hit rate 0.36% among 350,000. AID 720511;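 active = mean added fluorescence quench of at least 8% versus neutral control, with both replicates also reaching 8%; inconclusive = only one of the mean or replicate conditions met; inactive = mean below 8% and not both replicates reaching 8%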;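 also: cells transiently co-express mutant CFTR-F508del with the halide-sensitive YFP; corrector assay measuring rescue of mutant channel to the surface after 24 h compound exposure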
PglD DTNB – blocks C. jejuni PglD acetyltransferase activity | purified PglD enzyme, DTNB colorimetric CoA detection | inhibition, % at 12.5 µM | hit rate 0.098% among 360,000 | AID 602405; in the data active = inhibition above about 16%, passing the limit was not always enough; inconclusive = no clear call, values can overlap the other calls; also: strong numbers were not always called active
GSIS activator – GLuc luminescence reporter in INS-1E cells, primary screen for activators of glucose-dependent secretion of insulin | INS-1E GLuc reporter insulin secretion, 2-3 h | activation, % at 16.6 µM | hit rate 0.61% among 370,000;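 active = lowest replicate activation of at least 40%, so every replicate reaches that level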;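 also: 0% = median of neutral control wells and 100% = median of IBMX positive control wells; some compounds called inactive have numbers as strong as hits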
An asterisk follows results filed as active; ? = inconclusive; . = not tested or not shown; [ ] = another dose, or the depositor's remark.

SMILES | PGC1a acetyl inh | Cneo AK release | C2C12 statin | miR122 inh | FN deposit inh | CFTR F508del cor | PglD DTNB | GSIS activator
Cc1ncc(CO)c2c1OC(C)(C)OC2 | -2 | 10 | 8 | 0 | -1 | . | 5 | .
CCOC(=O)NC1(C(F)(F)F)C(=O)NC(C)=C1C(=O)OC (stereo not given) | 9 | 3 | 13 | 1 | 6 | . | 5 | 4
C[C@@H]1CN([C@@H](C)CO)C(=O)c2cc(-c3ccccc3F)cnc2O[C@@H]1CN(C)C | 4 | 0 | 5 | 2[16.7 µM] | 6 | -1.7 | 2 | 20
O=C(O)C(c1ccccc1)C1CCCCC1O (stereo not given) | 3 | 5 | 7 | -9 | -1 | -3.2 | -3 | 14
CCCNC(=O)N[C@H]1C=C[C@H](CC(=O)N2CCN(C)CC2)O[C@H]1CO | -6 | -5 | -2 | . | -9 | -0.5 | -2 | 14
O=C(C1CCCN(Cc2ccccc2F)C1)N1CCc2ccccc2C1 (stereo not given) | -1 | -1 | . | -6 | -2 | 0.1 | -4 | 0
Cc1ccc(S(=O)(=O)N[C@H]2CC[C@H](CC(=O)O)O[C@@H]2CO)cc1 | 1 | -1 | -10 | -12[16.7 µM] | . | 2.0 | 2 | -10
C[C@@H]1CN([C@H](C)CO)C(=O)CCCn2cc(nn2)CO[C@@H]1CN(C)Cc1ccccc1C(F)(F)F | -7 | . | -3 | -3[16.7 µM] | -8 | 0.5 | . | 12
O=C(C[C@@H]1CC[C@H]2[C@@H](COC[C@@H](O)CN2C(=O)Nc2cccc(Cl)c2)O1)NCC1CCCCC1 | 1 | -12 | -9 | -3[16.7 µM] | -16 | -2.7 | 1 | -42
CCC(=O)N(CCc1ccc(OC)c(OC)c1)Cc1cc2ccc(C)cc2n2nnnc12 | 3 | . | . | . | 15 | -1.9 | . | 2
Cc1c(C(=O)c2ccccc2C(=O)O)sc2ccccc12 | 3 | 1 | 17 | 0 | -1 | 1.0 | 1 | 3
O=C(COc1ccc2c(C(F)(F)F)cc(=O)oc2c1)NCc1cccs1 | 2 | 1 | . | -1 | 0 | -3.5 | -5 | 13
Nc1[nH]n2c(=O)cc(-c3ccccc3)nc2c1N=Nc1ccccc1 | 13 | 0 | -16 | -4 | . | . | 6 | .
C[C@@H](NC(=O)C[C@H]1C=C[C@H](NC(=O)C2CCC2)[C@H](CO)O1)c1ccccc1 | -2 | -4 | 5 | . | -14 | 0.6 | 2 | -2
CC(NC(=S)Nc1ccccc1)C(c1cccs1)N1CCOCC1 (stereo not given) | -1 | 4 | -48 | -3 | 13 | -1.6 | 7 | -7
COc1ccc(NC(=O)N(C)C[C@H]2Oc3ccc(NC(=O)CCC(F)(F)F)cc3CC(=O)N([C@@H](C)CO)C[C@@H]2C)cc1 | 11 | 1 | -5 | -4[16.7 µM] | -8 | -1.9 | 2 | 13
CCn1c(SC)nnc1C1CCN(S(=O)(=O)c2ccc(OC)cc2)CC1 | -4 | -1 | 3 | -10 | 3 | . | 6 | -21
COc1cc2c(cc1OC)C1(NCC2)C(=O)Nc2ccccc21 (stereo not given) | . | -1 | -3 | -1 | -20 | . | 0 | .
C=CCOc1cccc(C(=O)NC(c2ccccc2)C(C)C)c1 (stereo not given) | 0 | -1 | -5 | 0 | 2 | -0.4 | 1 | 17
O=c1c(NCCc2ccccc2)c(-c2ccccc2)c1=O | -17 | 1 | -8 | . | 5 | . | 2 | -1
CC(=O)c1ccc(N2CCN(C(=O)CCCn3c(=S)[nH]c4cc5c(cc4c3=O)OCO5)CC2)cc1 | . | 0 | -8 | 13 | -3 | . | -9 | .
Fc1cccc(C[n+]2csc3ccccc32)c1 | 3 | 1 | ? | 0 | . | . | 4 | .
C[C@H](CO)N1C[C@H](C)[C@H](CN(C)Cc2ccc(-c3ccccc3)cc2)Oc2cc(C#C[C@@H](C)O)ccc2S1(=O)=O | 1 | -5 | -14 | -41[16.7 µM] | . | 7.3 | 10 | -12
CCOC(=O)c1c(C)[nH]c(C)c1C(=O)COC(=O)/C=C/c1ccccc1[N+](=O)[O-] | -9 | -2 | -6 | 5 | -2 | -3.6 | -3 | 2
Cn1cccc1C(=O)N1CCc2ccccc2C1 | . | 2 | 9 | -1 | . | 2.0 | -2 | -12
COc1cc(NC(=S)NCCC(c2ccccc2)c2ccccc2)c(OC)cc1Cl | . | 3 | -5 | 9 | -3 | . | -3 | -28
COc1ccc(OCCNC(=O)C2(C)CCN2Cc2ccc(SC)cc2)cc1 (stereo not given) | . | 0 | 1 | 1 | -3 | 1.7 | 6 | 1
Cc1ccc(-c2cc(C(=O)NCc3cccnc3)no2)cc1 | 0 | -4 | 31 | 0 | 0 | . | -12 | -22
O=C(C1CCC1)N1CCCCN2[C@H](CO)[C@H](c3ccc(-c4cccc(F)c4)cc3)[C@@H]2C1 | -4 | -5 | 34 | 4[16.7 µM] | . | 0.8 | -2 | .
O=C(Nc1ccc(Cl)cn1)c1ccc2c(c1)OCCO2 | 1 | -10 | -18 | 3 | -13 | -2.0 | 4 | 36
Cc1ccc(S(=O)(=O)N/N=C/c2cnn(C)c2C)cc1 | 4 | -6 | 27 | 16 | . | . | 2 | .
Cc1cccc(NC(=O)CSc2nnc3ccc(-c4cccnc4)nn23)c1 | -3 | -2 | 3 | 1 | 10 | -0.3 | -5 | 22
COCC(=O)Nc1ccc2c(c1)C(=O)N(C)[C@H]1CC[C@H](CC(=O)Nc3ccccc3F)O[C@@H]1CO2 | 4 | 0 | 0 | -7[16.7 µM] | . | 3.5 | -2 | .
CCOC(=O)C1=NN(c2ccccc2)C2=NC(C)=C(C(=O)OC)C(c3cccs3)N12 (stereo not given) | 7 | 0 | 4 | 8 | . | . | -2 | .
CCCN(C(=O)c1cc(Cl)nc2ccccc12)C1CCS(=O)(=O)C1 (stereo not given) | 9 | . | . | -2 | 2 | 2.8 | . | 7
CN(C)CC(=O)N[C@@H]1C=C[C@H](CC(=O)NCCN2CCCCC2)O[C@H]1CO | 6 | -3 | -3 | . | -9 | 4.0 | 0 | 1
CCC(=O)N1C[C@@H](C)[C@H](OC)CN(C)C(=O)c2ccc(NC(=O)c3cc(C)on3)cc2OC[C@H]1C | -2 | -2 | -3 | -9[16.7 µM] | -12 | 1.6 | 0 | -4
CC(C)Cc1cc(C(=O)N2N=C(C(F)F)CC2(O)C(F)F)c2ccccc2n1 (stereo not given) | -11 | 10 | 5 | 9 | 4 | . | 3 | .
O=C(NCCCCc1ccccc1)c1ccc(Br)o1 | -8 | 2 | -8 | -8 | . | . | -5 | -22
Cc1ccc(S(=O)(=O)Nc2ccc3c(c2)C(=O)N([C@H](C)CO)C[C@H](C)[C@H](CN(C)Cc2ccccc2)OCCCC[C@H](C)O3)cc1 | -16 | 4 | . | -14[16.7 µM] | -11 | 5.6 | -4 | -23
CCOC(=O)C1CCN(C(=O)Cc2c(C(=O)O)[nH]c3ccccc23)CC1 | . | 4 | 2 | -1 | 4 | . | 0 | .
C[C@@H]1CN([C@H](C)CO)C(=O)Cc2cc(NC(=O)CCCCCC(=O)Nc3ccccc3N)ccc2O[C@@H]1CN(C)Cc1ccc2c(c1)OCO2 | 4 | 0 | 62 | -12[16.7 µM] | . | 0.0 | 3 | 2
COc1c(C)cc(C(O)c2ncc(-c3ccccc3Cl)[nH]2)cc1C (stereo not given) | . | -1 | 2 | 6 | 7 | 1.1 | 8 | -3
COc1ccc(CC(=O)Nc2cccc(-c3csc(C)n3)c2)cc1 | -4 | -2 | 5 | 0 | . | . | -3 | .
CCN(c1ccccc1)S(=O)(=O)c1ccc2c(c1)C(C)(C)C(=O)N2C | 1 | 0 | 2 | -4 | . | . | -2 | .
O=C(OCC1CCNCC1)c1ccc2c(c1)OCO2 | . | 0 | -12 | . | 0 | 0.8 | -1 | -2
Cc1ccccc1CC(=O)Nc1cccnc1 | 11 | -1 | 16 | 0 | -2 | -2.4 | -5 | -2
CCOc1ccc(NCc2nnc(SCC(=O)Nc3cc(C)on3)n2-c2ccc(OC)cc2)cc1 | . | -2 | 3 | -1 | . | . | -8 | .
O=C(CN1C(=O)COc2ccc(Cl)cc21)N1CCCCC1 | 7 | 0 | 7 | 2 | 0 | -5.2 | 1 | 3
CCN(C(=O)c1ccc(Cl)cc1[N+](=O)[O-])c1ccccc1C | -27 | . | -21 | -1 | -2 | 0.5 | . | 13
CCN(CC)CCNc1ccnc2cc(Cl)ccc12 | -5 | 0 | 10 | -1 | . | 2.5 | -5 | 25
C[C@H](CO)N1C[C@H](C)[C@H](CN(C)C(=O)Nc2ccc3c(c2)OCO3)Oc2ccc(NC(=O)C3CCCCC3)cc2C1=O | 6 | -31 | -27 | 6[16.7 µM] | . | 0.8 | 3 | -20
CCCCN(CC)Cc1ccc(CNC(=S)Nc2c(C)cc(C)cc2C)o1 | -8 | . | . | . | 3 | 0.7 | . | -3
Cc1oc2ccc(O)c(CN(C)C)c2c1C(=O)c1ccccc1 | . | -1 | -6 | 11 | 0 | 5.0 | -9 | 11
COc1ccccc1C(=O)NC(CCSC)C(=O)NNC(=O)c1ccccc1O (stereo not given) | . | -1 | 7 | . | 0 | -0.3 | 3 | 13
O=C(O)[C@@H]1CCCN1S(=O)(=O)c1cccc2cccnc12 | . | -4 | 10 | . | 15 | 1.9 | -1 | 20
C[C@@H]1CN([C@@H](C)CO)C(=O)c2cc(NC(=O)CCC(F)(F)F)ccc2O[C@@H](C)CCCCO[C@H]1CN(C)C(=O)NC1CCCCC1 | . | -1 | -70 | 10[16.7 µM] | . | -1.7 | 4 | -6
COc1ccc2c(c1)C(C)=CC(C)(C)N2S(=O)(=O)c1ccc(NC(C)=O)cc1 | -14 | 2 | -65 | 66 | 2 | -0.8 | 4 | -16
COc1ccc(NC(=O)CCCNC(=O)Cn2cnc3sc(C)c(C)c3c2=O)cc1OC | . | -2 | 1 | . | 9 | 1.8 | 1 | 20
CC(=O)OC[C@H]1COc2ccc3ccccc3c2[C@H]1N(C)C(C)=O | 13 | 0 | 5 | 1 | . | . | 5 | .
CC1=Nn2c(nnc2-c2ccco2)SC1 | 10 | -3 | -7 | 0 | 2 | . | 10 | .
CC1(C(=O)NS(=O)(=O)C2CC2)CCCN(C(=O)c2ccccc2OC(F)(F)F)C1 (stereo not given) | 2 | 0 | 5 | -2 | 1 | -0.2 | -8 | 4
CCN(CC)CC(C)CNC(=O)CC(C(=O)N1CCc2ccccc21)n1ccnc1 (stereo not given) | -2 | 1 | 1 | 0 | 4 | . | -6 | 7
